Bioassay records as filed in PubChem.
NTR1 agonist: NTR1-driven beta-arrestin-GFP spot formation – imaging, U2OS cells, high content, primary screen (AID 493036) | P30989 | 330,000 compounds, 0.17% hits | agonist mode | activation, % at 20 µM;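 active = activation at or above 40% of the spot to cytoplasm intensity ratio, with at least 20 cells analyzed; inconclusive = wells under 20 cells, flagged as cytotoxic or low count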;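 note: 0% = DMSO without peptide and 100% = 100 nM NTR1 peptide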
Target sequence (P30989 whole entry, looked up): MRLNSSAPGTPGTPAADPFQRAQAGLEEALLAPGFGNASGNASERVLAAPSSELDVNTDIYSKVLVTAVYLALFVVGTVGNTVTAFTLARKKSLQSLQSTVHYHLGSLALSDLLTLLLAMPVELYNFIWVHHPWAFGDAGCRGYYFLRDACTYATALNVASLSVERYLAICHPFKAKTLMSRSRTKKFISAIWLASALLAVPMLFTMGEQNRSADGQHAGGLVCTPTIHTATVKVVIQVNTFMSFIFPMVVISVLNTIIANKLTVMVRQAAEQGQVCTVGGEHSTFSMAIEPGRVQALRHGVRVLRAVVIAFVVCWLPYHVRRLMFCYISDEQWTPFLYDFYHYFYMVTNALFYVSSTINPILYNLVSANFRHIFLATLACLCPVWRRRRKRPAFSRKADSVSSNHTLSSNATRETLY
RSV CPE inhibition: RSV antiviral activity via CPE protection, HEp-2 cells, primary 10 µM value included (AID 2391) | one-dose CPE inhibition, % at 10 µM; IC50 in µM for titrated hits | HEp-2 cells, RSV-induced CPE inhibition; higher % means a stronger effect | 310,000 compounds, 0.13% hits; in the data active = a potency from the dose series; inconclusive = CPE inhibition mostly from about 23% at the one dose, without a potency; inactive = the rest, 99 in 100 with CPE inhibition below about 21%; note: strong numbers were not always called active
NS5 inhibitors: flavivirus cap methylation enzyme inhibition – biochemical, confirmation dose response, primary screen (AID 588689); Dengue-2 NS5 methyltransferase capping enzyme assay, biochemical; higher % means a stronger effect; one-dose inhibition, % at 25 µM; IC50 in µM for titrated hits; 340,000 compounds, 0.3% hits; in the data active = a potency from the dose series; inconclusive = inhibition above about 29% without an active follow-up result
AID2073: disruptors of CaV2.2 binding to Mint1 – biochemical, HTRF (AID 2073); HTRF protein-protein interaction, Mint1-CaV2.2; higher % means a stronger effect; 290,000 compounds, 0.19% hits; one-dose inhibition, % at 20 µM; IC50 in µM for titrated hits; in the data active = inhibition mostly above about 51%, no sharp cut-off; inconclusive = no clear call, values can overlap the other calls; inactive = mostly below about 53%; note: some results filed as inactive read as strong as hits
WT yeast gro inh: growth inhibition of WT yeast, mitochondrial fusion screen | mitochondrial fusion phenotypic screen, WT strain | inhibition, % at 10 µM | 190,000 compounds, 2.1% hits | AID 1362; in the data active = inhibition above about 58%; tested in S. cerevisiae
GPR35 arrestin U2OS: inhibition of zaprinast-stimulated GPR35 beta-arrestin translocation – imaging, U2OS, beta-arrestin-GFP, zaprinast agonist, primary screen (AID 2058); U2OS GPR35 beta-arrestin-GFP translocation imaging, zaprinast antagonism; higher % means a stronger effect; 290,000 compounds, 0.052% hits; one-dose inhibition, % at 10 µM; IC50 in µM for titrated hits;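 active = inhibition of at least 50% with at least 30 cells and total cytoplasm GFP at most 10,000,000; inconclusive = under 30 cells or total GFP of 10,000,000 plus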
LYP phosphatase: inhibitors of LYP phosphatase, biochemical, fluorescence intensity, uHTS (AID 1779); inhibition, % at 11.5 µM; hits with a dose series show IC50 in µM; 290,000 compounds, 0.054% hits; recombinant LYP phosphatase, fluorescence intensity; higher % means a stronger effect; in the data active = inhibition above about 50%;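 note: plate controls were vehicle with enzyme for no effect and no enzyme for full effect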
Autophagy mod: modulators of autophagy | MEF GFP-LC3 puncta imaging; test concentration mostly 10 µM | calls only at 10 µM (by protocol) | 190,000 compounds, 0.98% hits;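 active = percentage of spot-positive cells more than 3 SD above its plate mean, without a fluorescence outlier flag or 80% toxicity; inconclusive = no clear call, values can overlap the other calls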;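 note: spot-positive cell cutoff set from DMSO-treated cells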
UTI89 phage lysis: inhibition of K1F phage lysis, E. coli UTI89, bacterial capsule biogenesis inhibitors, alamar blue (AID 488966). inhibition, % at 100 µM; hits with a dose series show IC50 in µM. E. coli UTI89 K1F phage lysis, alamar blue, 2 h; higher % means a stronger effect. 340,000 compounds, 0.02% hits;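 active = phage lysis inhibition, versus mean bacterial control, above a set limit; inconclusive = no clear call, values can overlap the other calls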;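 note: capsule biogenesis inhibitors block K1F phage lysis so surviving cells raise fluorescence; higher fluorescence means more inhibition of phage lysis; actives were called in the ten point dose series up to 300 µM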
WT yeast gro inh mutant strain: recorded beside WT yeast gro inh, whose call it bears; inhibition, %; mitochondrial fusion phenotypic screen, mutant strain inhibition
Autophagy mod cell loss 18 h: recorded beside Autophagy mod, whose call it bears; toxicity, %; measured here: cell loss, nuclei count;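 cell loss after 18 h compound exposure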
NTR1 agonist cell count 20 µM: recorded beside NTR1 agonist, whose call it bears; cell count; measured here: cell count, cytotoxicity flag
NS5 inhibitors pilot replicate: further read-out of NS5 inhibitors, marked with its call; inhibition, %; measured here: pilot screen replicate inhibition
The depositor's hits bear a star; i = inactive; u = inconclusive; x = not tested or not shown; [ ] = another dose, or the depositor's remark.

SMILES | NTR1 agonist | NTR1 agonist cell count 20 µM | RSV CPE inhibition | NS5 inhibitors | AID2073 | WT yeast gro inh | WT yeast gro inh mutant strain | GPR35 arrestin U2OS | LYP phosphatase | Autophagy mod | Autophagy mod cell loss 18 h | UTI89 phage lysis | others
CCCC(=O)OC/C(O)=C(\C#N)c1nc2ccccc2[nH]1 | -1.8 | 63 | -0.6% | -4% | 15% | 1 | 9 | -22% | 1% | i | -28 | 0.3%
N=c1n(CCN2CCCCC2)c2ccccc2n1CC(=O)c1cccs1 | -2.0 | 54 | -3.2% | -20% | u | x | x | 7% | -4% | x | x | 0.4%
CCOc1ccc2nc(NCCO)[nH]c2c1 | -0.2 | 48 | 1.0% | -1% | -9% | -6 | 6 | 0% | -3% | i | -6 | 0.0%
COc1ccc(OC)c(/C=N\NC(=O)c2c(C)nc3cc(C)ccn23)c1 | -0.1 | 59 | 1.1% | -1% | 18% | x | x | 6% | -12% | x | x | -3.1%
COc1cccc(NC(=O)CN2C(=O)CSc3ccc(S(=O)(=O)N4CCOCC4)cc32)c1 | 0.1 | 54 | 1.2% | -8% | -6% | x | x | 12% | -10% | x | x | 0.1%
COc1ccccc1-n1c(=O)[nH]c2c(C(N)=O)nc(-c3cccnc3)nc21 | -2.7 | 57 | -0.8% | -3% | 8% | 14 | -2 | 29% | -3% | x | x | -0.3%
CC(=O)c1sc(-c2ccc(Cl)cc2)cc1N | 0.0 | 37 | 15% | 7% | 8% | x | x | 16% | -4% | x | x | -0.6%
COC(=O)C1CCN(CC(N)=O)CC1 | -1.0 | 56 | 0.9% | x | 9% | 6 | -2 | -1% | -8% | i | 2 | 0.2%
CN(C)c1ccc(/C=N/NC(=O)CCCCCNC(=O)c2ccccc2)cc1 | 1.1 | 50 | 1.7% | -3% | 2% | x | x | 3% | -2% | x | x | 0.4%
CCCOc1ccc([C@@H]2C3CN(C(=O)OCC)CC=C3C(C#N)=C(N)C2(C#N)C#N)cc1OC (stereo not given in full) | 4.3 | 76 | 1.9% | -12% | -2% | -5 | -4 | 16% | 2% | i | -5 | -0.7%
COc1ccc(CCNC(=O)c2cc(-c3cc(C)c(C)cc3O)n[nH]2)cc1OC | -0.9 | 104 | -0.3% | -3% | 0% | 8 | 13 | 0% | -6% | i | -8 | 0.6%
CCOC(=O)N1CCN(C(=O)CN(c2ccc(C)c(C)c2)S(=O)(=O)c2ccccc2)CC1 | -0.6 | 91 | 1.6% | 2% | -7% | 34 | 3 | -4% | -6% | i | 1 | -0.2%
CCCC(=O)c1ccc(N2CCN(C(=O)c3ccccc3Br)CC2)c(F)c1 | 3.3 | 50 | 11% | -3% | 0% | 43 | 28 | -2% | 2% | i | 2 | 0.3%
CC(=O)c1cccc(NC(=O)c2ccc(C)c(S(=O)(=O)N3CCOCC3)c2)c1 | 0.8 | 49 | 2.9% | -7% | 9% | x | x | 7% | -8% | x | x | 0.1%
Cc1ccc(OCCCCN2CCc3ccccc3C2)c(C)c1 | 1.0 | 67 | -1.2% | -8% | 10% | x | x | -9% | -8% | x | x | 0.9%
Cc1c(NC(=O)C(C)NCC2CCCO2)c(=O)n(-c2ccccc2)n1C (stereo not given) | -0.7 | 49 | 1.9% | 2% | -2% | -5 | 0 | 19% | -10% | i | 0 | 0.3%
COCc1nc2ccccc2n1Cc1cccc(C)c1 | 0.2 | 91 | 2.2% | -2% | 3% | 17 | 10 | -9% | -5% | i | -5 | 0.7% | NS5 inhibitors pilot replicate=3.0
CCn1c(=S)sc2c(=O)n(CC(=O)Nc3ccc(OC)cc3)c(C)nc21 | 2.0 | 61 | 1.3% | -8% | 12% | x | x | 8% | -9% | x | x | 0.1%
CCOc1ccc(CCNC(=O)COC(=O)c2nc3nc(C)cc(C)n3n2)cc1OCC | -0.4 | 39 | 0.1% | -8% | 3% | -2 | 10 | 14% | 3% | i | 4 | 2.7%
COc1cccc(OC)c1OCCCOc1ccc(C)cc1Br | 5.3 | 51 | 1.8% | -7% | 1% | 67* | 33* | 4% | 2% | i | 1 | 4.0%
O=C(COC(=O)COc1ccccc1[N+](=O)[O-])NC1CCCC1 | 1.7 | 72 | 0.0% | -8% | u | 6 | 12 | 2% | -12% | i | -9 | -0.3%
O=C(Cn1cnc([N+](=O)[O-])n1)c1ccc(O)c(O)c1 | 0.3 | 65 | 4.2% | 1% | -7% | x | x | -10% | 0% | x | x | 0.5%
O=C(c1cccc(-n2cccc2)c1)N1CCN(S(=O)(=O)c2ccccc2)CC1 | 4.0 | 59 | -1.4% | -4% | x | x | x | x | x | x | x | 0.7%[50 µM]
CCOc1ccc(OCC)c(S(=O)(=O)N2CCOCC2)c1 | 0.5 | 50 | 6.3% | 7% | 4% | -4 | -1 | -3% | -5% | i | 7 | 3.7%
CC(C)Cn1c(=O)c2ccccc2n2c(SCC(=O)N3c4ccccc4CC3C)nnc12 (stereo not given) | 0.9 | 74 | 1.5% | -8% | 1% | -20 | -5 | 1% | -15% | i | 4 | 0.2%
The list continues.
SMILES | NTR1 agonist | NTR1 agonist cell count 20 µM | RSV CPE inhibition | NS5 inhibitors | AID2073 | WT yeast gro inh | WT yeast gro inh mutant strain | GPR35 arrestin U2OS | LYP phosphatase | Autophagy mod | Autophagy mod cell loss 18 h | UTI89 phage lysis | others
O=C(CCc1ccc(S(=O)(=O)N2CCOCC2)cc1)N1CCN(Cc2ccc3c(c2)OCO3)CC1 | -0.6 | 63 | 0.1% | 7% | -8% | 5 | 19 | -1% | -4% | i | 4 | -0.1%
COc1ccc(/C=C/S(=O)(=O)NCc2ccccc2)cc1OC | 0.2 | 35 | 1.6% | -4% | 9% | 15 | -4 | 16% | 6% | i | 15 | 3.0%
CCc1ccc2c(c1)Sc1ccccc1CC2N1CCN(C)CC1 (stereo not given) | 12 | 56 | 1.1% | -1% | x | x | x | x | x | x | x | -1.9%
O=[N+]([O-])c1ccc(CSc2ncnc3ccccc23)cc1 | 1.4 | 43 | -2.1% | -5% | -1% | 8 | 17 | 8% | 0% | i | 18 | -0.2%
CCc1ccccc1NC(=O)N[C@H](C(=O)O)C(C)CC (stereo not given in full) | -1.7 | 35 | -0.1% | 2% | 0% | -1 | 1 | 20% | -7% | i | 0 | 0.3%
O=C(c1cccc(Cl)c1)N1CCN(C2CCCCC2)CC1 | 2.3 | 62 | -1.0% | -7% | -3% | x | x | 2% | -5% | x | x | 1.6%
Cc1ccc(C(=O)Nc2ccccc2C(=O)N2CC3(C)CC2CC(C)(C)C3)cc1 (stereo not given) | 16 | 79 | 1.8% | -2% | -3% | 42 | 22 | 19% | 5% | i | -5 | 0.9%
O=C(CCNC(=O)C1CCN(S(=O)(=O)c2ccc(F)cc2)CC1)NCCc1ccc(Cl)cc1 | 0.4 | 61 | -2.0% | -10% | 10% | x | x | 11% | -12% | x | x | 0.3%
Cc1ccnc(NC(=O)CCCc2c[nH]c3ccccc23)c1 | 0.7 | 37 | -0.1% | -1% | -1% | x | x | 0% | -9% | x | x | -0.5%[50 µM]
COc1ccc(/C=N/NC(=O)c2cccc(NC(C)=O)c2)c(OC)c1 | -1.9 | 98 | 0.0% | 1% | -4% | 8 | 0 | -3% | -2% | i | 11 | 3.4%
COc1cc(C)ccc1OCc1cc(C(=O)NCCN2CCCC(O)C2)no1 (stereo not given) | -0.5 | 63 | 0.2% | -4% | 5% | x | x | -3% | -5% | x | x | 1.6%[50 µM]
Fc1ccc(/C=N/Nc2nc(-c3cccnc3)nc3ccccc23)cc1 | 4.6 | 66 | 4.0% | 7% | 6% | x | x | -4% | -1% | x | x | 0.4%
COCCN(C(=O)CCC(=O)Nc1nccs1)C(C(=O)NCCC(C)C)c1ccc(OC)cc1 (stereo not given) | 0.3 | 43 | 0.2% | 2% | 6% | x | x | 17% | -4% | x | x | 0.1%
COCCN(C(=O)Cn1nnc2ccccc21)C(C(=O)NC1CCCC1)c1cccc(OC)c1OC (stereo not given) | 2.3 | 50 | -1.3% | 3% | -4% | 2 | 8 | 6% | -5% | i | 17 | -0.4%
CCC(=O)Nc1cc(C)c(NC(=O)c2ccco2)cn1 | -1.5 | 72 | 0.8% | 2% | -2% | 1 | -2 | 15% | -7% | i | 10 | 1.0%
CCOc1ccc(S(=O)(=O)NCc2csc(C)n2)cc1 | 0.3 | 50 | 5.3% | 2% | -4% | 4 | 7 | -7% | 3% | i | -3 | 2.2%[50 µM]
CC(=O)Nc1ccc(S(=O)(=O)N(C)CC(=O)OCC(=O)Nc2ccc3c(c2)OCO3)cc1 | 1.0 | 56 | 1.4% | -2% | -1% | -14 | 1 | 9% | 2% | i | -1 | 2.1%
O=C(NCC1CCCO1)c1ccccn1 (stereo not given) | -0.2 | 38 | 0.7% | -1% | 9% | 2 | -5 | -15% | -3% | i | -5 | 0.7%
CCOCCc1nnc(NC(=O)C(CC)c2ccccc2)s1 (stereo not given) | 2.5 | 57 | -0.1% | -1% | -6% | 4 | 10 | -3% | 2% | i | 4 | 5.8%
